Screens: PubChem BioAssay, several laboratories
TWEAK-Fn14 inh: blocks TWEAK-Fn14 interaction in a reporter cell assay | TWEAK-stimulated Fn14 reporter cells, luciferase luminescence, 8 h | inhibition, % at 10 µM | actives 2% (n = 360,000); in the data active means inhibition above about 50%
CF NFkB inh: blocks PAF-induced NF-kB reporter in cystic fibrosis cells. inhibition, % at 5 µM. actives 0.86% (n = 360,000). KKLEB NF-kB-GFP reporter, GFP fluorescence overnight;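 active means at least 50% inhibition at 5 µM, scaled per plate between neutral and stimulator controls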;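 further: PAF is a Pseudomonas aeruginosa culture filtrate used as stimulus; plate controls were PAF-stimulated DMSO wells for no effect and unstimulated DMSO wells for full effect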
TRPM1 prom inh: reduces MITF-dependent TRPM1 promoter luciferase signal. SK-MEL-5 TRPM1 promoter luciferase, 24 h. inhibition, % at 12.5 µM. actives 0.83% (n = 330,000). AID 488899;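 active means mean inhibition across replicates of 60% or more, whatever share of single replicates reaches that level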; further: values of inactives mirror those of a sister screen read the other way
hiPSC survival: hiPSC single-cell survival enhancement. ATPlite luminescence; 100% = ROCK inhibitor wells, 0% = DMSO. survival enhancement, % at 20 µM. actives 0.044% (n = 360,000). AID 602274; in the data active means survival enhancement above about 18%;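 further: cells exposed to compounds for 16 hours before the ATP read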
NR2E3 ag-1: NR2E3 (human) agonism; Q9Y5X4; GST-NR2E3/biotin-RetCOR TR-FRET, 1536-well; inhibition of corepressor binding, % at 4.78 µM; actives 0.12% (n = 320,000); AID 2300;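 active means percent inhibition above the cutoff of mean plus 3 SD of all tested compounds, set per screening campaign, cut at about 20% in these data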;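 further: 0% = DMSO wells and 100% = biotin wells as full block of FRET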
Target sequence (Q9Y5X4 whole entry, looked up): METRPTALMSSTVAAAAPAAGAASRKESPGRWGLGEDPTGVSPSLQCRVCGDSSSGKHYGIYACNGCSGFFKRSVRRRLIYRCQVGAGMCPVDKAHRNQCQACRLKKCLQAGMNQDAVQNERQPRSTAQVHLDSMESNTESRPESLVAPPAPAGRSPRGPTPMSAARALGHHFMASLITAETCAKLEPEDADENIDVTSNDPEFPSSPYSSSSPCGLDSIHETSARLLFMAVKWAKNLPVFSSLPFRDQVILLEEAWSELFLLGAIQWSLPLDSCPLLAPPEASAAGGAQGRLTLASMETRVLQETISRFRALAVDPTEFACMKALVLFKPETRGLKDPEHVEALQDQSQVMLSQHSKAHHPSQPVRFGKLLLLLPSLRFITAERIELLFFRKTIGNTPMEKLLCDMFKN
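Format: 1536-well format; test system: GST-NR2E3 and biotin-RetCOR proteins; read-out basis: percent inhibition of TR-FRET ratio; timing: 5 h incubation at 4 °C; detection: time-resolved FRET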
KKLEB tox: CF airway cell cytotoxicity counter-screen; KKLEB CF airway cells viability, ATPlite luminescence, overnight; hits give low values; cells stimulated with P. aeruginosa culture filtrate; activity change (cytotoxicity), % at 5 µM; actives 0.36% (n = 360,000); AID 602141;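 active means corrected activity change at or below -50% at 5 µM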
NR2E3 ag-2: human photoreceptor-specific nuclear receptor agonism; Q9Y5X4; CHO-S Gal4-NCOR/VP16-NR2E3 two-hybrid, luciferase; inhibition of corepressor binding, % at 3.98 µM; actives 0.35% (n = 360,000); AID 602229;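 active means inhibition above the mean of all tested compounds plus 3 SD, cut at about 70% in these data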;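 further: 0% = DMSO with NR2E3 transfected cells and 100% = cells lacking NR2E3 construct; higher means lower luciferase signal from less NR2E3 corepressor binding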
Shn3 inh set2: reduces Shn3 3'UTR luciferase signal in osteoblasts | Clone20 osteoblast Shn3 3'UTR firefly luciferase, 24 h | inhibition, % at 12.5 µM | actives 0.52% (n = 360,000);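 active means mean inhibition of at least 75% with every replicate also reaching 75%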;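 further: 0% = median of neutral control wells and 100% = pilot-screen positive control compound; some compounds past the cut are filed as inactive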
HIF-2a block: HIF-2a inhibition; 786-0 RCC cells HIF-2a reporter, luciferase luminescence, overnight; actives 0.72% (n = 360,000); inhibition, % at 18.8 µM;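 active means inhibition of the luminescence signal of 40% or more relative to plate controls, in a single-dose primary screen at 18.75 µM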
aDG glyco act: alpha-DG glycosylation activation; Pro5-aDG cells, alpha-DG glycosylation AlphaScreen (IIH6); 0% Pro5, 100% B10-LARGE cell signal; activation, % at 10 µM; actives 0.22% (n = 360,000);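 active means activation of at least 8% versus controls, or a plate z-score of at least 8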;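 further: Pro5 are CHO cells carrying HIG-tagged alpha-DG that lacks glycosylation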
Peg3 prom inh: Peg3 promoter activity inhibition | inhibition, % at 20 µM | AID 588405 | actives 1.7% (n = 360,000) | HeLa PEG-Prom luciferase reporter, luminescence, overnight;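 active means inhibition of at least 50% at 20 µM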
Active calls of the source: *; / = not tested or not shown.

| Structure | TWEAK-Fn14 inh | CF NFkB inh | TRPM1 prom inh | hiPSC survival | NR2E3 ag-1 | KKLEB tox | NR2E3 ag-2 | Shn3 inh set2 | HIF-2a block | aDG glyco act | Peg3 prom inh |
| --- | --- | --- | --- | --- | --- | --- | --- | --- | --- | --- | --- |
| CCn1cc([N+](=O)[O-])c(C(=O)Nc2nc(-c3ccc(C)cc3)c(C)s2)n1 | -11 | -7 | -13 | -1.4 | 7 | 8 | -26 | -15 | -12 | 0.0 | 12 |
| CCNC(=O)CCSc1nnc(-c2ccco2)o1 | 22 | -5 | -3 | -1.1 | -3 | 7 | 5 | -24 | 7 | 0.0 | 3 |
| Cc1ccc(N(C(C)C(=O)N2CCC(C)CC2)S(C)(=O)=O)cc1C (centres undefined) | 9 | 2 | 9 | -1.4 | 4 | -7 | -26 | -5 | 10 | 0.2 | 9 |
| C[C@H](CO)N1C[C@H](C)[C@@H](CN(C)Cc2ccc(Cl)c(Cl)c2)OCc2cnnn2CCCC1=O | 4 | 0 | / | 3.1 | / | 9 | 4 | -7 | 1 | 0.2 | 2 |
| O=C(NNS(=O)(=O)c1ccccc1Cl)c1nn(-c2ccc(F)cc2)ccc1=O | 5 | 4 | -3 | -0.8 | 3 | 1 | -11 | -2 | 12 | -0.1 | 3 |
| CN(c1ccc(C(=O)Nc2ccc3c(c2)OCCO3)cc1)S(C)(=O)=O | 4 | 0 | -38 | -3.0 | 1 | 1 | -94 | -75 | -234 | -0.3 | -175 |
| CC[C@@]1(O)C(=O)OCc2c1cc1n(c2=O)Cc2cc3c(N)cccc3nc2-1 | 70* | 76* | 80* | -4.0 | -7 | -23 | 82* | 36 | 27 | -0.3 | 72* |
| O=[N+]([O-])c1cccc(-c2nnc3ccc4ccccc4n23)c1 | 3 | -1 | -3 | 3.6 | -1 | -6 | 10 | 15 | -18 | 0.0 | -16 |
| CC1(C)NC(=O)N(CC(=O)N2CCCC(C(F)(F)F)C2)C1=O (centres undefined) | 12 | 7 | 9 | 0.3 | -1 | 3 | -14 | -8 | 5 | 0.2 | 7 |
| CC(C)Oc1cccc(C(=O)Nc2nnc([C@H]3C[C@H](O)[C@@H](CO)O3)s2)c1 | -1 | -4 | / | -0.1 | / | -5 | -19 | 2 | -27 | -0.2 | -22 |
| CCOc1cc(S(=O)(=O)NCC2CCCO2)ccc1F (centres undefined) | 5 | -6 | 10 | 2.3 | -3 | -1 | 0 | -4 | 23 | 0.0 | 11 |
| C/C(CC(=O)NCc1ccco1)=N\NC(=O)Cc1cccc2ccccc12 | -14 | -2 | 7 | -0.1 | -1 | -1 | 9 | -21 | -2 | -0.2 | -5 |
| COc1ccc(Cl)cc1NC(=O)C1CCN(S(C)(=O)=O)CC1 | 12 | -11 | 4 | 0.5 | 5 | -3 | 8 | -1 | 20 | -0.1 | 8 |
| O=C(OCc1c(Cl)cccc1Cl)c1ccncc1 | -1 | -7 | -1 | -1.1 | -5 | -1 | -20 | -38 | -1 | 0.2 | 4 |
| CCN(CC(=O)NCCc1ccc(S(N)(=O)=O)cc1)Cc1nc2cc(OC)c(OC)cc2c(=O)[nH]1 | 14 | 13 | 11 | 3.2 | 2 | 0 | -8 | -6 | 15 | 0.4 | -8 |
| COC(=O)C(C)N(C(=O)c1ccc(C(=O)c2ccccc2)cc1)c1c(C)cccc1C (centres undefined) | -18 | 13 | -4 | -2.8 | 2 | -3 | -12 | 8 | 3 | 0.1 | 35 |
| CC(=O)N(c1c(C)n(C)n(-c2ccccc2)c1=O)C1(C(=O)NC2CCCCC2)CCCCC1 | 4 | 7 | 1 | -1.3 | -1 | -7 | -14 | 10 | 3 | -0.2 | 8 |
| Cc1ccccc1S(=O)(=O)Cc1ccc(C(=O)NCCCN2CCN(C)CC2)o1 | 8 | 0 | 5 | 5.8 | 3 | 8 | 4 | 5 | 22 | 0.1 | 0 |
| O=C(O)c1ccc2c(c1)S(=O)(=O)c1cc(Cl)ccc1C2=O | -9 | -5 | -28 | 12 | 4 | -3 | -7 | -11 | -128 | -0.1 | -124 |
| COCCn1c(NCc2ccco2)nc2c1c(=O)[nH]c(=O)n2C | -12 | 6 | 5 | 2.3 | -1 | -13 | 5 | 2 | 6 | 0.0 | 6 |
| CC(C)C(C(=O)NCc1ccco1)N(Cc1ccco1)C(=O)CNS(=O)(=O)c1ccc(F)cc1 (centres undefined) | 20 | -12 | 1 | 0.1 | 5 | 5 | -7 | -12 | 13 | 0.0 | 7 |
| CN(Cc1cc(Cl)cc(Cl)c1)CC(C(=O)c1ccccc1)c1ccccc1 (centres undefined) | 15 | 8 | 84* | -3.3 | / | -2 | 12 | 53 | 39 | 0.6 | 26 |
| COc1ccc(-c2nc(SC(CC(=O)NCCO)c3cccs3)n[nH]2)cc1 (centres undefined) | 8 | -6 | 7 | -0.2 | -3 | 9 | -11 | -6 | 14 | -0.2 | 2 |
| O=C(O)c1ccccc1-c1ccccc1C(=O)Nc1ccc2oc(=O)c3ccccc3c2c1 | -1 | 19 | / | 1.7 | / | 2 | 11 | -5 | 12 | 0.1 | 18 |
| CCOC(=O)c1cc(-c2ccccc2)sc1NC(=O)CN1C(=O)NC(CC)(c2ccc(F)cc2)C1=O (centres undefined) | 23 | 16 | -7 | -1.0 | 2 | -10 | -13 | 27 | -8 | 0.0 | 4 |
| CC(=O)/C(=N\Nc1ccccc1)Sc1nnc(-c2ccccc2)n1-c1ccccc1 | -3 | 3 | 11 | -0.9 | -6 | 15 | 2 | -14 | 7 | -0.1 | 4 |
| Cc1cc2c(cc1S(=O)(=O)CCC(=O)NC1CCCCC1C)OCC(=O)N2 (centres undefined) | 14 | 19 | / | 3.0 | 3 | -3 | 8 | -4 | 8 | 0.1 | -3 |
| Cc1cccc(N(Cc2ccccc2)C(=O)Cc2ccc(S(=O)(=O)N3CCOCC3)s2)c1 | 3 | 2 | -5 | -0.2 | 1 | -5 | -13 | 13 | 14 | 0.2 | 20 |
| N#CC1(NC(=O)COC(=O)c2ccccc2SCC(=O)N2CCCC2)CCCCC1 | -4 | 16 | -6 | -0.4 | 2 | -2 | 11 | 6 | 6 | 0.0 | 14 |
| CCn1c(SCC(=O)NC2(C#N)CCCCC2)nc2ccccc2c1=O | 4 | 6 | -3 | 0.0 | 1 | -4 | -11 | -10 | 20 | 4.0* | 7 |

Reformatted with values under each structure: 11 of the compounds above.
Below each SMILES – TWEAK-Fn14 inh, CF NFkB inh, TRPM1 prom inh, hiPSC survival, NR2E3 ag-1, KKLEB tox, NR2E3 ag-2, Shn3 inh set2, HIF-2a block, aDG glyco act, Peg3 prom inh
- C/C(CC(=O)NCc1ccco1)=N\NC(=O)Cc1cccc2ccccc12
→ -14, -2, 7, -0.1, -1, -1, 9, -21, -2, -0.2, -5
- COc1ccc(Cl)cc1NC(=O)C1CCN(S(C)(=O)=O)CC1
→ 12, -11, 4, 0.5, 5, -3, 8, -1, 20, -0.1, 8
- O=C(OCc1c(Cl)cccc1Cl)c1ccncc1
→ -1, -7, -1, -1.1, -5, -1, -20, -38, -1, 0.2, 4
- CCN(CC(=O)NCCc1ccc(S(N)(=O)=O)cc1)Cc1nc2cc(OC)c(OC)cc2c(=O)[nH]1
→ 14, 13, 11, 3.2, 2, 0, -8, -6, 15, 0.4, -8
- COC(=O)C(C)N(C(=O)c1ccc(C(=O)c2ccccc2)cc1)c1c(C)cccc1C (centres undefined)
→ -18, 13, -4, -2.8, 2, -3, -12, 8, 3, 0.1, 35
- CC(=O)N(c1c(C)n(C)n(-c2ccccc2)c1=O)C1(C(=O)NC2CCCCC2)CCCCC1
→ 4, 7, 1, -1.3, -1, -7, -14, 10, 3, -0.2, 8
- Cc1ccccc1S(=O)(=O)Cc1ccc(C(=O)NCCCN2CCN(C)CC2)o1
→ 8, 0, 5, 5.8, 3, 8, 4, 5, 22, 0.1, 0
- O=C(O)c1ccc2c(c1)S(=O)(=O)c1cc(Cl)ccc1C2=O
→ -9, -5, -28, 12, 4, -3, -7, -11, -128, -0.1, -124
- COCCn1c(NCc2ccco2)nc2c1c(=O)[nH]c(=O)n2C
→ -12, 6, 5, 2.3, -1, -13, 5, 2, 6, 0.0, 6
- CC(C)C(C(=O)NCc1ccco1)N(Cc1ccco1)C(=O)CNS(=O)(=O)c1ccc(F)cc1 (centres undefined)
→ 20, -12, 1, 0.1, 5, 5, -7, -12, 13, 0.0, 7
- CN(Cc1cc(Cl)cc(Cl)c1)CC(C(=O)c1ccccc1)c1ccccc1 (centres undefined)
→ 15, 8, 84*, -3.3, /, -2, 12, 53, 39, 0.6, 26

(cont.)
Structure	TWEAK-Fn14 inh	CF NFkB inh	TRPM1 prom inh	hiPSC survival	NR2E3 ag-1	KKLEB tox	NR2E3 ag-2	Shn3 inh set2	HIF-2a block	aDG glyco act	Peg3 prom inh
COc1cccc(NC(=O)COC(=O)c2c3c(nc4ccccc24)CCC(C)C3)c1 (centres undefined)	57*	-8	3	-0.9	1	0	-11	51	-52	-0.2	71*
Cc1nc(Nc2ccc(Cl)c(Cl)c2)sc1C(=O)Nc1ccccc1	84*	9	-5	-2.3	7	1	39	57	-173	6.6	-43
O=c1[nH]c(CSc2nnnn2-c2ccc(Cl)cc2)nc2ccccc12	11	-2	4	-0.5	-6	14	-16	3	10	1.0	31
COc1ccc(-n2nnc3c(=O)n(CC(=O)N4CCCc5ccccc54)cnc32)cc1	12	-19	/	2.0	-1	-4	-6	24	14	-0.2	9
Cc1cccc(Nc2ncnc3nc[nH]c23)c1	-6	7	-55	0.6	0	-2	-88	-33	-173	0.8	-138
CCCN1Cc2cccc(C(=O)N3CCN(c4ccccc4)CC3)c2C1=O	-1	-20	4	-1.4	2	1	-2	4	11	0.0	-3
COc1cc(C2c3cc4c(cc3OC(N3CCCC3)C2C)OCO4)cc(OC)c1O (centres undefined)	-14	14	3	-0.3	/	-5	-40	-9	15	0.2	17
COc1cc2c(cc1NC(=O)c1cccc([N+](=O)[O-])c1C)oc1ccccc12	-12	-7	-10	2.9	6	12	-3	20	-30	0.7	6
CCC(=O)Nc1ccc(C(=O)NNC(=O)c2cc([N+](=O)[O-])cc([N+](=O)[O-])c2)cc1	5	11	4	0.5	2	-2	-7	4	11	0.5	9
CC(=O)c1cccc(NC(=O)c2ccc3c(c2)CCCC3)c1	-22	-15	-100	-0.2	2	-3	-24	-51	-276	0.0	-386
CCOc1ccc(Cl)cc1/C=C1/C(=O)ON=C1C	15	-8	2	-0.8	-3	9	3	0	8	-0.1	17
Cc1ccc(S(=O)(=O)N2CCN(c3ccccc3)CC2)cc1C(N)=O	32	10	-4	0.9	1	9	-16	7	17	0.7	20
